# Screening results from PubChem.
# DAGLB inhibitor = diacylglycerol lipase beta (human) inhibition. Q8NCG7. AID 504411. 340,000 compounds, 0.059% hits. inhibition, % at 5.17 µM. HEK293T DAGLB membrane lysate, EnzChek fluorogenic substrate; in the data active = inhibition above about 34%;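 note: 0% = enzyme with vehicle and 100% = wells lacking enzyme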
# HTR5A ag = counter-screen for OPRM1-OPRD1 agonists: human HTR5A agonism. AID 504692. HTR5A agonist assay, luminescence, cell-based. 340,000 compounds, 0.61% hits. activation, % at 9.3 µM; in the data active = activation mostly above about 9.5%, no sharp cut-off; inactive = mostly below about 7.6%;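 note: 0% = cells with vehicle only and 100% = reference agonist; strong numbers were not always called active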
# Target sequence (P47898 whole entry, looked up): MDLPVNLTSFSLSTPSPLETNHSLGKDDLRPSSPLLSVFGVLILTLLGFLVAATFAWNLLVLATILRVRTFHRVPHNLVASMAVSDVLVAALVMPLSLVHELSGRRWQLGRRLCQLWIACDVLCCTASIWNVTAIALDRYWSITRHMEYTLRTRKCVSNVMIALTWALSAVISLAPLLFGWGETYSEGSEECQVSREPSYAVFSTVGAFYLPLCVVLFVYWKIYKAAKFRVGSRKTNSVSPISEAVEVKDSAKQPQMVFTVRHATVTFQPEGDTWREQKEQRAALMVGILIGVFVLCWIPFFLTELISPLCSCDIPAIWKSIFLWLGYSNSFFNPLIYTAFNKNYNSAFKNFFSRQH
# Tat transport = E. coli Tat transport inhibition; E. coli MC4100 TorA-mCherry Tat export, fluorescence; inhibition, % at 10 µM; 340,000 compounds, 0.036% hits;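 active = mean replicate inhibition at least 50% and at least half of replicates individually reaching 50%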;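 note: exported cargo escapes ClpAP degradation while cytoplasmic cargo is degraded and loses fluorescence; 0% = median of neutral control wells and 100% = median of NaSCN control wells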
# PKA-R1A act = PKA-R1A complex activation. 340,000 compounds, 0.083% hits. P00514+P68181. PKA-R1A dissociation, Cy5-IP20 fluorescence polarization; scaled: DMSO 0%, 113 µM cGMP 100%. activation, % at 11.4 µM;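 active = percent activation above the mean of all tested compounds plus 3 SD, cut at about 19% in these data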;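 note: higher means more PKAc released from R1A so a rise in polarization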
# AddAB inh = less growth of phage-infected E. coli with AddAB | E. coli expressing H. pylori AddAB, absorbance growth | inhibition, % at 11.9 µM | 330,000 compounds, 0.29% hits | AID 435030; in the data active = inhibition above about 12%;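 note: 0% = vehicle wells of infected cells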
# Mot1-301 SUMO = SUMOylation pathway inhibition by Mot1-301 growth rescue | S. cerevisiae Mot1-301 growth rescue, ATP luminescence, 38.5C; percent above DMSO median, 100 means doubled | growth rescue, % at 18.8 µM | 320,000 compounds, 1% hits | AID 2716;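 active = every valid replicate shows activation above 250% relative to neutral control wells; inactive = the rest, any valid replicate at or below 250%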;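 note: OY570 slx delta 5 strain wells were the positive control but not used for scaling; some compounds called inactive have numbers as strong as hits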
# HTR5A inv ag = counter-screen for OPRM1-OPRD1 inverse agonists: human HTR5A inverse agonism; P47898; HTR5A cell line, luminescence; inhibition, % at 9.3 µM; 340,000 compounds, 0.083% hits; in the data active = inhibition mostly above about 23%, no sharp cut-off; inactive = mostly below about 18%;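 note: 0% = cells with DMSO and 100% = no-cell wells with DMSO; some compounds called inactive have numbers as strong as hits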
# CDK5 p35 inh = blocks human CDK5/p35 kinase activity. inhibition, % at 10 µM. 330,000 compounds, 0.01% hits. Q00535+Q15078. Recombinant CDK5/p35, ADP-Glo luminescence, 60 min;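 active = highest replicate inhibition of at least 50% and at least 75% of replicates reaching 50%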;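 note: plate controls were DMSO neutral control for no effect and GW8510 at 10 µM for full effect; many of its hits are not listed in these tables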
# phage Ecoli inh = E. coli growth loss with phage present | growth absorbance | inhibition, % at 11.9 µM | 360,000 compounds, 0.26% hits | AID 651602; in the data active = inhibition above about 11%
# E coli growth = bacterial growth inhibition, counter-screen for AddAB inhibitors; inhibition, % at 11.9 µM; AID 449728; 330,000 compounds, 0.27% hits; E. coli V3065 growth, OD600 absorbance, 18 h;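 active = inhibition above the campaign's mean inhibition across all tested compounds plus 3 SD, cut at about 9.9% in these data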;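 note: uninfected addAB+ strain grown without phage in ampicillin broth; 0% = DMSO wells and 100% = ciprofloxacin 0.95 µg/ml wells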
# PKA-R2B act = activates the human PKA-R2B holoenzyme complex. P22694+P31323. PKA-R2B holoenzyme dissociation, Cy5-IP20 fluorescence polarization; R2B truncated from residue 108, S112A mutant; 0% DMSO only, 100% 113 µM cGMP. activation, % at 11.4 µM. 340,000 compounds, 0.079% hits. AID 504700;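 active = activation above a cutoff set at the mean over all compounds plus 3 SD, cut at about 18% in these data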;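 note: higher means more holoenzyme dissociation and a rise in polarization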
# Target sequence (P31323 whole entry, looked up, other chains not shown, the tested form may be a part): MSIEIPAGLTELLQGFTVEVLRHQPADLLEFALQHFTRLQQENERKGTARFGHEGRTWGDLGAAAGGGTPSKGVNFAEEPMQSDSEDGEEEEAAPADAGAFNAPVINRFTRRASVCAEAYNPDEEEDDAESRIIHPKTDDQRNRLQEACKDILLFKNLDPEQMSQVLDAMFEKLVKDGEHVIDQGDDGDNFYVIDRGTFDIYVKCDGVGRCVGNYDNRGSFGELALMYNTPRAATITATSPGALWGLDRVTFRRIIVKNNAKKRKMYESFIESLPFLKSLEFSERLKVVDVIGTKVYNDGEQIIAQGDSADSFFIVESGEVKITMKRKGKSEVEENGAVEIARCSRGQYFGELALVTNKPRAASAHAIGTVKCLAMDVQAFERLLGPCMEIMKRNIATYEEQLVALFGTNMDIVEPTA
# * marks the source's active call; other numbers are inactive results; . = no result given.
Compound,PKA-R2B act,DAGLB inhibitor,Mot1-301 SUMO,PKA-R1A act,HTR5A ag,CDK5 p35 inh,E coli growth,HTR5A inv ag,Tat transport,phage Ecoli inh,AddAB inh
COc1cccc(C(=O)N/N=C(\C)c2cccc(NC(=O)c3ccc(F)cc3)c2)c1OC,-13,-4,13,-9,2,-0.4,-1.3,8,5,2.0,2.0
CCCSc1ncnc2c1oc1ccccc12,-3,-4,-13,-7,-7,0.6,1.9,21,-4,.,2.2
Clc1nc2c(-c3ccccc3)nnn2c2ccccc12,6,-5,5,5,-5,-0.6,-1.1,-26,-4,-0.8,0.3
Cc1cccc(C(=O)N(CC(=O)Nc2sc(C)c(C)c2C(N)=O)C2CCCC2)c1,-5,-1,25,2,4,-0.3,0.9,-12,-1,-0.1,3.5
C/C(=C\C(=O)c1ncc(C(F)(F)F)cc1Cl)N(C)C,-8,0,-15,-10,4,0.7,-0.3,5,1,1.0,0.6
CCn1c(=O)n(CC(=O)Nc2cc(OC)ccc2OC)c(=O)c2ccccc21,5,0,-3,-1,-1,0.3,-3.2,7,4,-1.0,0.8
Clc1ccc(OCCOCCN2CCc3ccccc3C2)c(Cl)c1,-1,-10,5,-14,3,0.7,-0.1,18,4,1.0,2.5
CCOC(=O)c1c(NC=O)sc2c1CCC2,-12,-1,-16,13,2,-2.3,0.1,-6,2,1.0,4.4
O=C(CCc1nnc2ccc(N3CCCCC3)nn12)NCc1ccco1,-3,0,-4,2,1,-0.7,-0.9,6,0,-1.6,1.1
Cc1nn(Cc2ccc(F)cc2)c2sc(C(=O)Nc3nccs3)cc12,-1,0,14,2,21*,-2.2,-1.6,-57,-4,3.4,0.7
COc1cccc(C(C(=O)NC2CCCC2)N(C(=O)c2ccco2)C2CC2)c1OC (stereo not given),-5,-1,-10,-4,8,-0.8,2.9,-23,-11,1.4,4.5
CCN(CC)CCCN(Cc1cc2cc3c(cc2[nH]c1=O)OCO3)C(=S)Nc1ccccc1OC,9,-1,-2,-9,2,-3.4,-0.5,-4,-5,3.2,1.0
CCOc1ncccc1C(=O)OCC(=O)N(CC(C)C)C1CCS(=O)(=O)C1 (stereo not given),3,0,1,8,-3,-1.1,-2.3,7,-6,3.9,0.7
Cc1cc(C)nc(N2CCC(C(=O)Nc3cccc(C(F)(F)F)c3)CC2)n1,5,-10,172,5,6,-0.7,0.2,-16,9,-0.2,0.8
OCCNc1cc(Cl)ncn1,4,-2,-2,7,-6,-0.4,2.6,25,-7,2.5,0.2
CC1CCc2sc(C(=O)Nc3nnc(SCc4ccc(F)cc4)s3)cc2C1 (stereo not given),-6,-4,-1,-6,3,0.5,-0.7,14,5,0.7,3.3
O=C(Nc1cc(C(F)(F)F)ccc1Cl)c1cccc(N2C(=O)CCC2=O)c1,-10,0,-9,0,-4,0.5,4.3,8,-1,0.6,0.1
COc1ccc(NC(C)=O)cc1NC(=O)CN1CCN(CC(=O)Nc2ccccc2Cl)CC1,-3,1,1,-2,2,0.7,-1.2,-6,6,3.7,1.6
O=C(C1CC(c2ccccc2O)=NO1)N1CCc2ccccc2C1 (stereo not given),-8,-1,9,-12,-2,-0.5,2.4,-14,-4,3.5,0.4
O=C(NC(c1ccccc1)c1ccccn1)c1cccc([N+](=O)[O-])c1 (stereo not given),.,.,328,.,.,-0.6,-2.2,.,-1,2.9,0.7
CCn1cc(CNC(=S)Nc2cccc3ccccc23)cn1,0,-2,.,-9,-4,-2.2,0.6,9,-1,1.7,0.5
COc1ccccc1CNC(=O)C1Cc2cc(S(=O)(=O)N3CCCCC3)ccc2N1C(C)=O (stereo not given),1,1,20,2,0,-1.9,-0.8,9,-1,-1.8,1.6
COC(=O)c1ccccc1NCc1cc(=O)oc2cc(O)c(O)cc12,6,48*,-10,-9,1,0.5,4.8,-2,-5,5.4,3.6
COc1ccc(N2CCN(C(=O)c3ccc(NS(=O)(=O)c4ccc(F)c(F)c4)cc3)CC2)cc1,4,3,-8,2,-4,0.5,-1.6,12,-3,2.0,-2.8
COc1ccccc1C(=O)N/N=C(\C)CC(=O)Nc1ccccn1,-9,-3,-17,-9,1,-1.8,0.8,-3,-5,4.9,1.2
CCC1C(=O)NCCN1C(=O)c1ccccc1OC1CCN(S(C)(=O)=O)CC1 (stereo not given),-9,2,3,-4,1,1.8,0.2,-4,-4,4.2,-3.6
O=C(c1ccc(S(=O)(=O)Cc2ccccc2F)c([N+](=O)[O-])c1)N1CCCC1,-9,-3,-7,3,2,2.2,-1.5,11,0,0.1,1.3
Cc1ccc(C)c(CNC(=O)Nc2ccccc2)c1,6,-1,-4,1,0,-0.2,-0.3,-22,-9,1.7,2.2
CCc1nc2ccccc2[nH]c1=O,0,-1,0,-14,1,-1.2,0.6,-5,6,0.5,1.1
CC(C)CN(CCCNC(=O)CC1Oc2ccccc2NC1=O)CC(C)C (stereo not given),0,0,-16,-9,3,2.4,1.1,-2,-4,2.7,2.3
CC(C)CCCN1CCN=C1N(C)C,-2,1,523,-6,10,-0.1,0.2,8,5,1.8,2.8
Cc1cc(-c2nc3ccccc3[nH]2)ccc1N,-5,0,-19,-7,-1,2.7,-0.8,3,-5,-3.8,-2.0
Cc1ccc(N(C)C(=O)N2CCN(S(=O)(=O)c3ccc(C)cc3)CC2)cc1,1,-6,161,5,4,1.0,-1.5,-12,-5,-0.6,2.5
CCc1cccc2c1NC(=O)C21OCCO1,5,1,-16,-3,6,0.7,-1.2,-22,-4,2.0,2.3
CCOC(=O)c1c(C)[nH]c(C)c1S(=O)(=O)N1CCCCC1,-5,1,-9,-2,-5,0.8,1.9,-13,-4,2.5,0.6
CC1CCCC(C)N1C(=O)COC(=O)c1cc(-c2cccs2)nn1-c1ccccc1 (stereo not given),-13,-3,.,-4,3,-0.5,-3.4,-8,7,0.8,1.1
Cc1ccc([N+](=O)[O-])cc1-c1ccc(/C=C(\C#N)c2[nH]nc(N)c2C#N)o1,0,0,8,3,-4,-0.6,-3.1,10,-11,3.5,-3.2
O=C(CSc1ccc(F)cc1)Nc1ccc(C2SCCS2)cc1,.,.,-3,.,.,2.5,-1.2,.,-2,0.2,2.2
O=C1C=C(Nc2ccccc2)c2ccccc2C1=O,0,4,.,-3,2,0.1,.,-5,-2,8.5,.
NC(=O)c1cccn1Cc1ccccc1Cl,5,1,-4,-12,1,4.8,-0.2,-56,-7,2.3,-2.2
O=C(Nc1ccc(C(=O)c2ccccc2)cc1)c1ccccc1,-11,-4,2,-7,-3,-4.2,1.1,12,11,4.4,1.1
NC1=NC(=O)S/C1=C\c1ccc(F)cc1,-18,1,24,2,2,2.5,1.3,30,3,0.9,1.9
Cn1nc(C(F)(F)F)c2cc(C(=O)N3CCOCC3)sc21,-2,0,-6,10,5,-0.4,1.4,38,2,3.8,2.0
Cc1noc(C)c1C(=O)N(C)Cc1ccccc1,1,0,253,2,1,-1.0,1.7,-2,3,1.5,1.1
O=C(CSc1nc2ccccc2c(=O)[nH]1)c1ccccc1,1,-3,9,-2,1,3.0,3.2,12,0,3.4,2.3
Cc1ccc(-n2nnnc2SCC(=O)N2CCNC2=O)cc1C,-13,0,3,-5,-2,-1.9,0.0,5,1,3.1,1.6
O=C(NC12CC3CC(CC(C3)C1)C2)N1CC2Cc3cccc(=O)n3C(C2)C1 (stereo not given),-1,2,88,-11,2,-0.1,1.4,-4,-4,2.1,0.8
Cc1cc(NCC2CCCO2)n2c(nc3ccccc32)c1C#N (stereo not given),-1,2,-8,-6,1,-1.5,-2.6,-20,10,2.5,-2.5
Cn1nnc2c(N3CCCCC3)nccc21,4,-1,7,-5,0,-0.6,-0.7,4,8,2.1,2.9
Cn1cc(Br)c(C(=O)N/N=C/c2cc3c(cc2Cl)OCO3)n1,5,-3,.,-15,1,0.3,.,-6,-4,2.9,.

# Next part
Compound,PKA-R2B act,DAGLB inhibitor,Mot1-301 SUMO,PKA-R1A act,HTR5A ag,CDK5 p35 inh,E coli growth,HTR5A inv ag,Tat transport,phage Ecoli inh,AddAB inh
COc1ccc(CNCc2ccc(F)cc2)c(OC)c1,6,0,14,-7,-2,0.4,1.7,7,-6,0.1,6.5
COc1ccc(NC(=O)Cn2nnc(C(=O)NCCc3ccccc3)c2N)c(OC)c1,2,-1,52,-4,3,-1.8,-0.8,-12,-2,1.1,4.7
COC(=O)Cc1ccc(NC(=S)NCc2cccc(OC)c2)cc1,10,-2,2,-2,-3,0.3,-1.0,8,-3,3.4,-1.0
NS(=O)(=O)c1ccc(CCNC(=O)COC(=O)CC(c2ccccc2)c2ccccc2)cc1,.,.,144,.,.,0.0,-0.4,.,11,5.2,0.2
C=CCCC(=O)N1CCC(n2nccc2NC(=O)CCCc2ccccc2)CC1,1,2,-14,-5,-11,0.0,2.6,26,3,0.6,1.8
CC(C)NC(=O)c1c(O)c2ccccc2[nH]c1=O,-1,3,-8,3,5,-10,-2.0,-15,-4,3.3,-2.6
C(=N\N1CCN(Cc2ccccc2)CC1)/c1ccccc1,1,-9,9,-13,8,-0.1,4.2,5,-8,4.0,0.9
CN(CC(=O)O)S(=O)(=O)c1cccs1,-17,-1,-23,-10,-4,-0.7,-0.6,9,-1,3.4,2.6
CN(C)CCCCNCCCNC(=O)/C=N\O,-6,0,46,-7,5,-1.0,-1.8,17,5,1.6,2.3
O=C(CSc1ncnc2c1cnn2-c1ccccc1)NC1CCCC1,-1,-4,26,-4,11,2.4,0.1,-29,10,2.0,0.3
CCN1C(=NCc2ccco2)N[C@@H](c2cccc(F)c2)C(C(=O)OC)=C1C,5,2,-4,-12,-5,-5.9,-3.1,13,8,2.9,1.6
CCCC12CN3CCN(CC(C3)/C1=N\NC(=O)c1ccc(C(C)(C)C)cc1)C2,-11,-4,9,-2,3,-4.3,0.8,9,-2,2.9,2.3
CCc1ccccc1OCCCCN1CCCC1,-4,0,23,6,1,0.7,-2.0,-16,4,-0.1,-0.4
CCOc1ccc2[nH]c(=O)c(CN(CCc3ccccc3)C(=O)N3CCCC3)cc2c1,-7,-1,-2,-1,5,0.8,-0.1,10,3,1.5,-0.4
C=CCn1c(-c2c[nH]c3ccccc23)n[nH]c1=S,4,1,.,-2,1,-0.1,-1.4,-3,-3,-0.8,1.1
Cc1ccn2cc(-c3cccc(NC(=O)c4cccs4)c3)nc2c1,-5,-2,-11,-13,0,0.6,3.6,-1,-8,2.3,0.9
C=CCn1c(SCC(=O)Nc2ccc(S(N)(=O)=O)cc2)nnc1-c1cnccn1,-4,3,-4,-9,0,-6.1,1.9,-3,20,3.7,0.8
